# High-throughput results deposited in PubChem BioAssay by several laboratories.
# Myeloid diff 2 = compounds promoting myeloid differentiation; ER-HoxA9 myeloid progenitors, lysozyme-GFP differentiation, flow cytometry; calls only at 10 µM; 1% of 360,000 active; AID 624256;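 active means normalized GFP-positive differentiation at or above the plate's own cutoff, the solvent-only control mean plus 3 SD; inconclusive means no clear call, values can overlap the other calls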;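 further: cells exposed to compound for four days before flow analysis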
# Siah-1 displacement = Siah-1 peptide-binding antagonists, primary screen, biochemical, fluorescence polarization, rhodamine-plectin, uHTS (AID 1817). Siah-1 / rhodamine-plectin peptide fluorescence polarization; higher % means a stronger effect. 0.02% of 290,000 active. displacement, % at 20 µM; hits with a dose series show IC50 in µM;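 active means displacement of at least 50% at 20 µM, with a fluorescence ratio check between 0.3 and a set limit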;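 further: plate controls were Siah plus tracer with DMSO for no effect and tracer alone without Siah for full effect; strong numbers were not always called active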
# WT yeast gro inh = growth inhibition of WT yeast, mitochondrial fusion screen. AID 1362. 2.1% of 190,000 active. inhibition, % at 10 µM. mitochondrial fusion phenotypic screen, WT strain; in the data active means inhibition above about 58%; tested in S. cerevisiae
# RSV CPE inhibition = RSV antiviral activity via CPE protection, HEp-2 cells, primary 10 µM value included (AID 2391) | HEp-2 cells, RSV-induced CPE inhibition; higher % means a stronger effect | CPE inhibition, % at 10 µM, or IC50 in µM where a hit was titrated | 0.13% of 310,000 active; in the data active means a potency from the dose series; inconclusive means CPE inhibition mostly from about 23% at the one dose, without a potency; inactive means the rest, 99 in 100 with CPE inhibition below about 21%; further: strong numbers were not always called active
# PMI inhibition = human PMI inhibitors, high substrate, primary screen, biochemical, fluorescence intensity, high mannose 6-phosphate (AID 1220); 0.66% of 190,000 active; inhibition, % at 20 µM, or IC50 in µM where a hit was titrated; recombinant PMI enzyme, coupled fluorescence intensity; higher % means a stronger effect
# TNAP activators = stimulation of alkaline phosphatase TNAP activity – biochemical, luminescent, no phosphate acceptor, uHTS, primary screen (AID 1001). 0.03% of 200,000 active. purified TNAP, luminescent activation assay, no phosphate acceptor; higher activation fold means a stronger effect. one-dose activation fold at 20 µM; EC50 in µM for titrated hits; in the data active means activation fold from about 3, or a potency from the dose series; inactive means the rest, 99 in 100 with activation fold below about 1.6; further: many of its hits are not listed in these tables
# human PMI inhibition = MPI enzyme activity inhibition – biochemical, fluorescence intensity, coupled assay, primary screen (AID 1209); inhibition, % at 20 µM; hits with a dose series show IC50 in µM; purified PMI enzyme, coupled fluorescence intensity; higher % means a stronger effect; 0.42% of 190,000 active;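 further: plate controls were DMSO vehicle for no effect and wells lacking substrate for full effect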
# PhoP inhibition = PhoP-dependent GFP reporter repression – Salmonella Typhimurium, primary screen (AID 1863); S. Typhimurium PhoP-regulated promoter GFP reporter, 4 h; higher % means a stronger effect; one-dose inhibition, % at 50 µM; IC50 in µM for titrated hits; 0.16% of 300,000 active;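 active means inhibition over 29.93%, a cutoff 3 SD above the screen mean, later confirmed by dose response; inconclusive means inhibition over 29.93% but no dose response follow-up; inactive means inhibition at most 29.93% or unconfirmed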;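 further: 0% = low Mg2+ inducing control and 100% = high Mg2+ repressing control; strong numbers were not always called active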
# XIAP displacement = XIAP antagonists, biochemical, IAP family, fluorescence polarization (AID 1018). one-dose displacement, % at 20 µM; IC50 in µM for titrated hits. 0.007% of 200,000 active. XIAP BIR domain, fluorescence polarization peptide displacement; higher % means a stronger effect; in the data active means displacement above about 50%; further: a part of the inactive calls stands beside numbers as strong as those of hits
# WT yeast gro inh mutant strain = also measured in WT yeast gro inh; calls as there; inhibition, %; mitochondrial fusion phenotypic screen, mutant strain inhibition
# Myeloid diff 2 GFP+ MAC1+ % = also measured in Myeloid diff 2; calls as there; GFP+ MAC1+ double positive, %; measured here: differentiation confirmed by MAC1 staining
# Numbers without * were called inactive; i = inactive; ? = inconclusive; · = not tested or not shown. Unless noted, no stated cut-off is given here; in the data, active means inhibition above about 50%; inactive means the rest.
SMILES,Myeloid diff 2,Myeloid diff 2 GFP+ MAC1+ %,Siah-1 displacement,WT yeast gro inh,WT yeast gro inh mutant strain,RSV CPE inhibition,PMI inhibition,TNAP activators,human PMI inhibition,PhoP inhibition,XIAP displacement
COc1ccc(OCC(=O)Nc2ccc3c(c2)C(=O)NC3=O)cc1,i,0.9,-2%,·,·,1.0%,·,·,·,-1%,·
O=C(Nc1ccccc1)Nc1ccno1,i,0.2,-7%,·,·,0.9%,·,·,·,1%,·
O=C(Cn1nnc(-c2ccccc2F)n1)OCC(=O)c1ccccc1,i,0.4,3%,2,8,1.4%,6%,1.3,3%,9%,2.1%
Cc1ccc(S(=O)(=O)N2CCCC2C(=O)Nc2cc(C)on2)cc1 (stereo unspecified),i,8.2,-1%,-6,5,0.4%,-12%,1.1,-16%,4%,0.6%
CC(C)CCNC(=O)CO/N=C/c1ccccc1OC(F)F,i,0.7,3%,-19,-6,3.8%,6%,1.1,34%,-2%,-3.9%
CC(C)OC(=O)c1cccc(C(=O)O)n1,i,0.7,5%,-18,0,-0.5%,21%,1.3,22%,10%,-8.6%
O=C(CC1Oc2ccccc2NC1=O)NCc1ccc(Cl)cc1 (stereo unspecified),i,3.1,0%,0,3,3.0%,17%,1.1,14%,-7%,-3.8%
COc1ccc(OC)c(S(=O)(=O)N2CCC(C(=O)Nc3cccc(C)c3)CC2)c1,i,7.9,0%,18,29,-0.1%,2%,1.2,3%,-3%,-0.1%
COc1cccc(-c2csc(N3CCN(C(=O)C4CCCCC4)CC3)n2)c1,i,11,2%,51,4,0.4%,10%,1,12%,-2%,-6.7%
Cc1cn2c(-c3cccnc3)nnc2s1,i,2.3,-1%,-10,-72,-0.6%,9%,1.1,14%,-5%,-0.7%
CCOc1ccc(NC(=O)NNC(=O)c2ccc(Cl)cc2Cl)cc1,i,0.5,2%,-18,-14,0.1%,0%,1.1,-3%,-2%,-2.9%
Cc1cc(C)n(S(=O)(=O)c2ccc3ccccc3c2)n1,i,4.4,3%,-15,-2,2.2%,9%,1.1,16%,-4%,-8.6%
O=C(CN1CCN(c2ccccn2)CC1)Nc1cccc(S(=O)(=O)N2CCOCC2)c1,i,0.5,1%,·,·,3.0%,·,·,·,-10%,·
Cc1c(NC(=O)C(C)N(c2ccccc2)S(C)(=O)=O)c(=O)n(-c2ccccc2)n1C (stereo unspecified),i,0.2,14%,16,-7,-1.5%,-8%,1.1,-1%,-9%,-0.4%
CCCNC(=O)c1ccccc1C(=O)NC1(C(=O)NCCC)CCCC1,i,0.5,4%,·,·,-0.4%,·,·,·,-7%,·
CCOC(=O)c1cc(-c2ccccc2)sc1NC(=O)CC(C)C,i,0.8,14%,7,3,3.9%,10%,1.1,10%,13%,-18%
Cc1ccc2nc(-c3ccc(NS(=O)(=O)c4c(C)n(C)c(=O)n(C)c4=O)cc3)sc2c1,i,1.9,-1%,·,·,?,·,·,·,-1%,·
Cc1onc(-c2c(F)cccc2Cl)c1C(=O)NCc1ccccc1,i,0.5,-3%,·,·,0.3%,·,·,·,13%,·
Cc1ccc(/C=N/NC(=O)c2nnn(-c3nonc3N)c2C(C)C)o1,i,2.9,2%,·,·,0.2%,·,·,·,6%,·
O=C(Nc1cccc2ncccc12)c1cccc(Br)c1,i,1.1,2%,·,·,2.0%,·,·,·,-5%,·
COc1ccc(CCC(=O)NCCOc2ccc(C)cc2)cc1,i,0.5,3%,·,·,-3.0%,·,·,·,0%,·
Cc1cccc(NC(=S)/N=C(\N)Nc2nc(C)c3cc(C)ccc3n2)c1,i,0.5,7%,55,47,11%,-6%,1.1,9%,23%,-1.3%
O=C(CN1CCc2ccccc2C1)Nc1ccccc1Cl,i,0.1,-4%,·,·,4.0%,·,·,·,0%,·
CCOC(=O)C1CCN(C(=O)C(C)N(c2ccc(Oc3ccccc3)cc2)S(C)(=O)=O)CC1 (stereo unspecified),i,0.4,12%,6,-18,·,4%,1,11%,1%,-4.2%
Cc1ccc2nc(C)/c(=N\O)c(C)nc2c1,i,1.0,1%,-5,16,-0.9%,2%,1.1,11%,-4%,-4.2%
O=C1CC(N2CCOCC2)C(=O)N1Cc1ccc(N2CCCC2=O)cc1 (stereo unspecified),i,1.3,-2%,2,-9,2.3%,0%,1,-10%,1%,-5.3%
Cc1nn(Cc2cccc(C(=O)N3N=C(C(F)F)CC3(O)C(F)F)c2)c(C)c1[N+](=O)[O-] (stereo unspecified),i,1.3,0%,1,-3,0.5%,-3%,1.1,-2%,1%,-6.0%
O=C(CSc1ncn(-c2ccccc2)n1)Nc1ccc2c(c1)OCO2,i,0.6,0%,-17,-21,0.2%,0%,1.1,-5%,-6%,-8.0%
Cc1ccc(NC(=O)NC2CCN(S(=O)(=O)c3ccc(F)cc3)CC2)cc1,i,2.1,-6%,-13,-6,0.5%,-4%,1.1,0%,7%,-2.1%
CCOC(=O)Cc1sc(N)nc1C,i,0.3,3%,0,2,1.7%,-8%,1,2%,-4%,-11%
COC(=O)/C=c1\[nH]c2nnc(C)n2c1=O,i,0.6,4%,·,·,1.8%,·,·,·,-7%,·
Cc1ccccc1-c1nnc2s/c(=C\c3ccc(N(C)C)cc3)c(=O)n12,·,·,15%,·,·,·,2%,1,0%,·,-14%
CCC(C)N(C(=O)c1csnn1)C(C(=O)NCc1ccc(F)cc1)c1ccccc1F (stereo unspecified),i,0.2,-3%,·,·,1.7%,·,·,·,-5%,·
CCCCc1ccc(Nc2ncccc2C#N)cc1,i,1.2,-6%,26,1,4.2%,13%,1.1,9%,0%,-0.3%
Cc1nc(NCCc2ccccc2)c2nnn(Cc3ccccc3Cl)c2n1,i,0.4,-2%,·,·,3.9%,·,·,·,-4%,·
Cc1cccc(C)c1NC(=O)COC(=O)C1CC(=O)N(Cc2ccccc2)C1 (stereo unspecified),i,0.2,3%,-13,16,1.0%,10%,1.1,-1%,-3%,-7.6%
COc1ccccc1CNCc1cccs1,i,1.0,-4%,6,15,0.2%,1%,1,-11%,-1%,-4.0%
O=C(N/N=C/c1c[nH]c2c1ccc1ccccc12)c1ccc([N+](=O)[O-])cc1,i,0.5,-3%,-5,-7,2.0%,16%,1,16%,1%,-15%
O=S(=O)(Nc1ccccc1N1CCCCC1)c1cccs1,i,0.6,-2%,·,·,3.9%,·,·,·,-5%,·
CCOC(=O)c1cn2nc(SCc3ccccc3)nc2nc1C,i,0.6,6%,·,·,3.6%,·,·,·,4%,·
CSc1ccc(/C=C2\CCn3c2nc2cc(C(=O)O)ccc2c3=O)cc1,i,0.6,-4%,·,·,3.0%,·,·,·,6%,·
Cc1ccc(NC(=O)NCCSc2ccc(C)cc2)cc1,i,0.1,0%,-9,-21,2.9%,18%,1.1,12%,-2%,-9.3%
CCCS(=O)(=O)c1nc(C)cc(C)c1S(C)(=O)=O,i,0.2,2%,-4,4,1.6%,0%,1.1,-4%,2%,-4.7%
CC1CCc2c(sc(N)c2C(N)=O)C1 (stereo unspecified),i,1.4,2%,8,19,1.5%,-21%,1.1,-1%,-9%,-4.0%
COc1cccc(/C=N/n2nnc3c(cnn3-c3ccccc3)c2=O)c1,i,0.7,2%,17,9,0.3%,6%,1.1,1%,24%,-6.2%
Cc1ccc(C)c(/C=C2\CCn3c2nc2cc(C(=O)O)ccc2c3=O)c1,i,1.0,0%,·,·,3.9%,·,·,·,8%,·
CN1C(=O)CSC1=Nc1cccc(C(=O)O)c1,i,0.5,11%,·,·,1.1%,·,·,·,-6%,·
CC(NC(=O)CN(C)Cc1nc2ccccc2c(=O)[nH]1)c1ccccc1 (stereo unspecified),i,0.9,-2%,7,-6,1.1%,-4%,1.2,-5%,7%,-5.9%
COC(=O)c1ccc(/C=N/N2C(C)CCCC2C)cc1 (stereo unspecified),i,0.2,0%,15,0,0.1%,0%,1,2%,7%,-3.9%
CCCN(C(=O)CSc1nnc(-c2ccoc2C)n1N)C1CCS(=O)(=O)C1 (stereo unspecified),i,0.9,-6%,-2,-7,1.1%,-8%,1.3,5%,0%,-2.0%
CCOC(=O)C1=C(C)Nc2nc(SCC)nn2C1c1ccc(OC)cc1 (stereo unspecified),i,0.4,3%,-8,-18,0.3%,7%,1,11%,5%,-0.9%
C/C=C(\C)CN1CCC(n2nccc2NC(=O)CCc2ccccc2)CC1,i,0.8,5%,·,·,-0.5%,·,·,·,0%,·
COC(=O)[C@@H]1C[C@@]2(O)[C@@H](O)[C@@H](O)[C@@H](O)C[C@H]2N1Cc1ccc(Cl)cc1,i,1.2,-5%,·,·,2.0%,·,·,·,2%,·
CCN1CCCC1CNC(=O)C(=O)NCCc1ccc(OC)c(OC)c1 (stereo unspecified),i,0.1,1%,12,14,3.5%,4%,1,6%,-8%,-1.1%
COc1ccc(N(CC(=O)N2CCN(c3ccc(Cl)cc3)CC2)S(=O)(=O)c2c(C)noc2C)cc1,i,3.2,-1%,·,·,1.1%,·,·,·,-1%,·
CC(=O)c1cccc(NC(=O)C2CCN(S(=O)(=O)c3c(C)n[nH]c3C)CC2)c1,i,1.2,0%,1,-37,0.7%,6%,0.5,11%,7%,-7.0%
COc1ccc(Cl)cc1NC(=O)C1CCN(C(=O)C2CC(=O)N(c3ccc(C)cc3)C2)CC1 (stereo unspecified),i,0.4,-1%,·,·,3.2%,·,·,·,-1%,·
COC(=O)CCC(=O)NC(=S)Nc1sc(C)c(C)c1C(N)=O,i,0.6,11%,-3,-18,0.1%,8%,0.9,9%,-5%,-3.4%
CC(=O)N/C(=C\c1ccccc1)C(=O)OCCCOC(=O)/C(=C/c1ccccc1)NC(C)=O,i,8.8,13%,·,·,0.2%,·,·,·,-1%,·
CSc1nsc(SCC(=O)Nc2ccc(OC(C)=O)cc2)n1,i,0.2,-3%,5,26,-0.9%,-8%,1.1,-3%,6%,-7.2%
CCCCOP(=O)(OCCCC)C(O)c1ccc(F)cc1 (stereo unspecified),i,1.1,0%,·,·,0.9%,·,·,·,3%,·
O=C(O)CCNC(=S)Nc1cccc(F)c1,i,0.3,16%,·,·,0.5%,·,·,·,-15%,·

# Three entries from above, with two lines to a compound:
# Every second line gives: Myeloid diff 2 | Myeloid diff 2 GFP+ MAC1+ % | Siah-1 displacement | WT yeast gro inh | WT yeast gro inh mutant strain | RSV CPE inhibition | PMI inhibition | TNAP activators | human PMI inhibition | PhoP inhibition | XIAP displacement
- CC(=O)N/C(=C\c1ccccc1)C(=O)OCCCOC(=O)/C(=C/c1ccccc1)NC(C)=O
  i | 8.8 | 13% | · | · | 0.2% | · | · | · | -1% | ·
- CSc1nsc(SCC(=O)Nc2ccc(OC(C)=O)cc2)n1
  i | 0.2 | -3% | 5 | 26 | -0.9% | -8% | 1.1 | -3% | 6% | -7.2%
- CCCCOP(=O)(OCCCC)C(O)c1ccc(F)cc1 (stereo unspecified)
  i | 1.1 | 0% | · | · | 0.9% | · | · | · | 3% | ·
